# AmpC det inh = Promiscuous and Specific Inhibitors of AmpC Beta-Lactamase (assay with detergent); P00811; purified AmpC, nitrocefin hydrolysis with detergent; Potency, µM (doses to about 28.7 µM), for the others: at the top dose activity change, negative = inhibition; hit rate 0.09% among 71,000; active means well fitted curve in the direction sought with a large enough effect
# Target sequence (P00811 whole entry, looked up): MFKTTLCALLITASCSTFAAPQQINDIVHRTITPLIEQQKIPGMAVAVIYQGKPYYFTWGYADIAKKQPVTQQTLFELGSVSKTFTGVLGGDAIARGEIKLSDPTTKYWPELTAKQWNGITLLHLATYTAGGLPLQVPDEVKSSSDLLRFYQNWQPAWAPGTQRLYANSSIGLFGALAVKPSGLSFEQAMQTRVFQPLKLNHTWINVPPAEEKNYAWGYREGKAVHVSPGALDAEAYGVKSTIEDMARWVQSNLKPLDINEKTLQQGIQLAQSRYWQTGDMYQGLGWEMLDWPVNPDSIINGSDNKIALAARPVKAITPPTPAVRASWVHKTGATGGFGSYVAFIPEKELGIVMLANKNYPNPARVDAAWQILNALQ
#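 E. coli AmpC (5.3 nM) in 20 mM phosphate pH 7.0 with 0.01% Triton X-100, preincubated 15 min RT with compound; nitrocefin (2 uL of 800 uM stock) hydrolysis followed by 480 nm absorbance every 20 s over 4 min.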
# An asterisk follows results filed as active; [ ] = dose if it differs, or a comment. On the % scale 0 is the no-effect control and ±100 the full control effect; potency means the concentration at half of the fitted maximal effect.
SMILES,AmpC det inh
CCOC(=O)Nc1sc(=S)n(C)c1C,-3%
CCCCCn1c(=S)[nH]c2ncccc2c1=O,-4%
Cc1cccc(NC(=O)c2sc3nc(-c4ccc(F)cc4)cn3c2C)n1,2%
CCOC(=O)N1CCN(S(=O)(=O)c2ccc3c(c2)CCN3C(=O)C2CC2)CC1,-4%
COC(=O)c1sc(NC(=O)CSc2nnc(C(C)C)n2C)nc1C,-1%
COc1ccc(-c2cc(C(F)(F)F)n3nc(C(=O)O)cc3n2)cc1OC,-3%
COc1cc(O)c2c(=O)cc(-c3ccccc3)oc2c1,-1%
O/N=C1/CCc2nonc2/C1=N/O,-1%
CCOC(=O)c1cc(=O)n2nc(-c3ccc(C)cc3)nc2s1,7%
CCOC(=O)CSc1nnc([C@H](C)NC(=O)OC(C)(C)C)o1,-5%
O=C(Cc1ccccc1)N1CCCC1c1ccccc1 (centres undefined),-5%
CC(C)N1C(=O)C2C(c3ccccc3O)NC(C)(C(=O)O)C2C1=O (centres undefined),14%
CNC(=O)[C@@H]1O[C@@H](n2cnc3c(N)ncnc32)[C@@H](O)[C@H]1O,0%
Clc1ccccc1NN(Cc1ccncc1)c1ccccc1Cl,-5%[5.75 µM]
Cn1c(CC2C(=O)Nc3ccc(Br)cc32)nc2ccccc2c1=O (centres undefined),-3%
Clc1ccc(-n2nnnc2SCc2c(-c3ccccc3)nc3sccn23)cc1,-2%
COc1cc2c(cc1OC)CN(C(=O)COc1ccc(C#N)cc1)CC2,0%
CC(CCc1ccco1)NC(=O)Cn1ncc2c1-c1ccccc1OC2 (centres undefined),8%
C/C(N)=N\S(=O)(=O)c1ccc(Cl)cc1,13%
COc1ccc(CNC(=O)c2c(O)c3cccc4c3n(c2=O)CCC4)cc1,1%
Cc1c(NC(=O)C(C)N2C(=O)C3C4C=CC(C4)C3C2=O)c(=O)n(-c2ccccc2)n1C (centres undefined),8%
COc1ccc(C(=O)Nc2ccccc2C(N)=O)cc1,-19%
O=C(CSc1nnc(-c2ccccc2)o1)n1c2c(c3ccccc31)CCCC2,-1%
O=C(C1CCN(S(=O)(=O)Cc2ccccc2)CC1)N1CCCc2ccccc21,0%
O=C1C(c2ccncc2)=C(O)c2ccccc21,21%
Nc1ncnc2c1ncn2[C@H]1CC[C@@H](CO)O1,8%
CCn1c(COc2ccccc2C)nnc1SCC(=O)OC,-1%
O=C(CSc1ncn[nH]1)OCN1C(=O)c2ccccc2C1=O,1%
Cc1ccc(S(=O)(=O)CCc2nnc(NC(=O)c3cnccn3)s2)cc1,-3%
O=C(C1=COCCO1)N1CCN(C(c2ccccc2)c2ccccc2)CC1,-3%
COCCCNC(=O)CS(=O)(=O)Cc1nc(-c2cccc(OC)c2)oc1C,-3%
Cc1onc(-c2ccccc2)c1C(=O)Nc1ccncc1,3%
COc1ccc(OC)c(C2CC(=O)N3CN(c4cccc(Cl)c4C)CSC3=C2C#N)c1 (centres undefined),12%
ClCC[N+]12CC[N+](CCCl)(CC1)C2 (tested in a mixture with another compound),-4%[5.75 µM]
COc1cc(OC)c(S(=O)(=O)N2CCCCC2)cc1S(=O)(=O)N1CCCCC1,-4%
Cc1oc(-c2ccccc2F)nc1CN1CCC(C(=O)NCc2ccco2)CC1,-3%
CCOC(=O)C1CCN(C(=O)c2ccccc2Oc2ccccc2)CC1,-5%
Nc1nc(SCc2ccccc2Cl)cc(C(=O)O)n1,-5%[5.75 µM]
COc1ccc(NC(=O)N2c3ccccc3CC2C)cc1OC (centres undefined),-6%
CCCCn1nnc(NC(=O)c2ccc(-c3ccccc3)cc2)n1,-2%
CN(C)CCCOC(=O)c1cc2ccccc2o1,-1%
COCCn1c(=S)[nH]c2ncccc2c1=O,2%
CCOC(=O)C1CCN(c2nc3cc(OC)ccc3cc2C#N)CC1,-1%
c1cc2c(cc1[C@H]1OC[C@H]3[C@@H]1CO[C@H]3c1ccc3c(c1)OCO3)OCO2,-3%
O=C(c1cc2ccccc2o1)N1CCCCCC1,-7%
COc1ccc(OC)c(NC(=O)NC2(C(F)(F)F)Oc3ccccc3O2)c1,0%
COc1ccccc1NC(=O)COc1cccc(-n2cnnn2)c1,-1%
Cn1c(NCc2ccccc2)cc(=O)n(C)c1=O,-6%
Cc1cc(C)c2c(CC(=O)Nc3ccc(Cl)cn3)coc2c1,-1%
COCCN(C(=O)Cn1nnc2ccccc21)C(C(=O)NC1CCCC1)c1cc(OC)ccc1OC (centres undefined),9%
CCOc1ccccc1NC(=O)N1CCCC(c2nc3c(nnn3Cc3ccc(C)cc3)c(=O)[nH]2)C1 (centres undefined),-4%
CCOC(=O)c1c(NC(=O)c2ccco2)sc2c1CCCCC2,7%
O=C(O)CCCC(=O)Nc1ccc(N2CCCC2)cc1,-3%
O=c1[nH]n(-c2ccccn2)c(=O)c2ccccc12,14%
COc1ccc(OC)c(NS(=O)(=O)c2ccc3c(c2)n(C)c(=O)n3C)c1,-3%
Cc1cc(NC(=O)c2ocnc2C)no1,-2%
Cc1ccc(S(=O)(=O)N2CCC(C(=O)NCCCN3CCCCCC3)CC2)cc1,3%
CN(C)c1ccc(CNCCC2(O)CCOC(C)(C)C2)cc1 (centres undefined),-2%
O=C(Nc1cccnc1)c1noc2c1CCCC2,-3%
CCOC(=O)Cc1csc(NC(=O)C2CCCN(S(=O)(=O)c3cnc[nH]3)C2)n1 (centres undefined),7%
# Further entries:
SMILES,AmpC det inh
Cc1cc(C)nc(-n2nc(C)c3c(C(F)F)cc(C)nc32)n1,-2%
O=C(Cc1c[nH]c2ccccc12)NCc1ccc2c(c1)OCO2,8%
N[C@@H](Cc1ccccc1)c1nnc(SCc2ccccc2F)o1,-3%
CCOC(=O)C1CCCN(c2c(Nc3ccc(C)c(C)c3)c(=O)c2=O)C1 (centres undefined),13%
Cc1cccc(C(=O)Nc2ccccc2C(=O)OCc2c(C)noc2C)c1,-7%
COC(=O)COc1cc(C)cc2oc(=O)c(CC(=O)OC)c(C)c12,-1%
CCc1cc2c(CN3CCN(C)CC3)cc(=O)oc2cc1O,4%
COc1cc(OC)cc(C(=O)Nc2ncc3c(n2)CC(C)(C)CC3=O)c1,1%
COc1cc(OC)c(C2CC(=O)N3CN(c4ccccc4C)CSC3=C2C#N)cc1OC (centres undefined),-11%
Cc1nc(S(=O)(=O)N(C)c2ccccc2)c(C#N)c(C)c1Cl,8%
COc1cc2c(cc1OC)C(c1cccnc1)CC(=O)N2 (centres undefined),5%
C=CCNc1nc(-c2sc(NC(=O)CC)nc2C)cs1,-3%

# Five entries already listed, sorted by molecular weight, rising.
SMILES,AmpC det inh
CCc1cc2c(CN3CCN(C)CC3)cc(=O)oc2cc1O,4%
C=CCNc1nc(-c2sc(NC(=O)CC)nc2C)cs1,-3%
Cc1nc(S(=O)(=O)N(C)c2ccccc2)c(C#N)c(C)c1Cl,8%
COc1cc(OC)cc(C(=O)Nc2ncc3c(n2)CC(C)(C)CC3=O)c1,1%
CCOC(=O)C1CCCN(c2c(Nc3ccc(C)c(C)c3)c(=O)c2=O)C1 (centres undefined),13%

# 6 entries drawn at random from those above, as already listed:
SMILES,AmpC det inh
COc1cc(OC)c(C2CC(=O)N3CN(c4ccccc4C)CSC3=C2C#N)cc1OC (centres undefined),-11%
CCOC(=O)C1CCCN(c2c(Nc3ccc(C)c(C)c3)c(=O)c2=O)C1 (centres undefined),13%
COc1cc2c(cc1OC)C(c1cccnc1)CC(=O)N2 (centres undefined),5%
C=CCNc1nc(-c2sc(NC(=O)CC)nc2C)cs1,-3%
N[C@@H](Cc1ccccc1)c1nnc(SCc2ccccc2F)o1,-3%
Cc1cc(C)nc(-n2nc(C)c3c(C(F)F)cc(C)nc32)n1,-2%

# Next structures.
SMILES,AmpC det inh
O=C(NCCCN1CCN(Cc2ccccc2Cl)CC1)Nc1ccccc1,-6%
O=C(CCc1nc2ccccc2s1)OCC(=O)N1CCN(C(=O)c2ccco2)CC1,0%
C=C(C)Cn1c(N(CCO)Cc2ccccc2)nc2c1c(=O)[nH]c(=O)n2C,13%
O=C(Nc1c(Cl)cc(Cl)cc1C(=O)NCC1CCCO1)c1ccco1 (centres undefined),0%
O=C(CSc1nc(-c2ccco2)cc(C(F)(F)F)n1)N1CCN(Cc2ccccc2)CC1,9%
COC(=O)C1=C(C)n2nnnc2NC1c1ccc(Cl)cc1 (centres undefined),-3%
Cn1c(Cn2c(=O)sc3ccccc32)nnc1SCC(=O)NC1CCCC1,8%
CC(C)CNC(=O)C1CCN(c2ccc(S(=O)(=O)N3CCOCC3)cc2Cl)CC1,0%
Cc1ccc(NC2=NC(C(=O)Nc3ccc(C)c(C)c3)CC(=O)N2)cc1 (centres undefined),-3%
Nc1nc(N2CCN(C/C=C/c3ccccc3)CC2)nc2ccccc12,-4%
Cc1ccc(NCc2nnc(SCC(=O)Nc3ncc(C)s3)n2Cc2ccco2)c(C)c1,0%
Cc1ccc(C)c(S(=O)(=O)n2cnc3ccccc32)c1,3%
CCOC(=O)C1CCN(S(=O)(=O)c2cc(Br)cc3c2N(C(=O)C2CC2)CC3)CC1,0%
O=C(CCCc1ccccc1)NCc1cn2ccsc2n1,11%
CCc1ccc(C2CC(c3ccc(F)cc3)Nc3nc(N)nn32)cc1 (centres undefined),11%
CCCCOCP(=O)(CCCC)COCCCC,0%
O=C(CN1C(=O)c2ccccc2S1(=O)=O)NCCSC1CCCCC1,-8%
COCCn1c(N)c(C(=O)OCc2ccccc2)c2nc3ccccc3nc21,0%
N=C1C(c2ccccc2)=C(O)CN1c1ccc2c(c1)OCO2,-1%
COc1cc(C(=O)Oc2ccccc2)ccc1OCc1c(C)noc1C,0%
Cc1cc(=O)oc2cc(OCC(=O)NCCCN3CCOCC3)ccc12,-10%
O=Nc1ccc2oc(=O)ccc2c1,-2%
O=C(NCc1ccco1)c1noc2c1CCCC2,-1%
COc1ccc(-n2c(=O)cnc3cnc(Oc4ccccc4)nc32)cc1,-2%

# Continued; it opens with the 3 that closed the last part.
SMILES,AmpC det inh
O=Nc1ccc2oc(=O)ccc2c1,-2%
O=C(NCc1ccco1)c1noc2c1CCCC2,-1%
COc1ccc(-n2c(=O)cnc3cnc(Oc4ccccc4)nc32)cc1,-2%
CC(=O)N1CCc2cc(S(=O)(=O)CCC(=O)NCc3cccs3)ccc21,-3%
COC(=O)[C@H](Cc1ccccc1)NC(=O)[C@]1(C)C[C@H]1[C@H](NC(=O)OCc1ccccc1)c1ccccc1,5%
COc1cccc2[nH]c3c(N4CCCC(C)C4)ncnc3c12 (centres undefined),-3%
Cc1csc(SCCN2C(=O)c3ccccc3C2=O)n1,-5%
Cc1c2c(nc3nc4ccccc4n13)CCCC2=O,-3%
CCOc1ccc2c(c1)c1nnc(SCC(=O)N3CCC(C)CC3)nc1n2C,-1%
CCS(=O)(=O)N1Cc2ccccc2CC1C(=O)N1CCN(c2ccccc2)CC1 (centres undefined),-5%
Cc1nc(COC(=O)c2ccc(CO)cc2)cs1,-3%
Cc1cc(C)cc(OCc2nnc(SCC(=O)c3ccccc3)o2)c1,-3%
CS(=O)(=O)N1CCC2(CCN(C(=O)Nc3cccc(F)c3)CC2)CC1,0%
N=c1c2c3c(sc2ncn1CCN1CCOCC1)CCCCC3,-11%
CC(C)OC(=O)CSc1nnc(Cc2ccccc2)n1C,-4%
O=c1c(-c2ccc(F)cc2)nc2cncnc2n1Cc1ccc(F)cc1,0%
CC1CCCC(NC(=O)CN(C)S(=O)(=O)c2cccc3cccnc23)C1C (centres undefined),11%
CCOc1cc(C(=O)N2CCN(c3ccccc3)CC2)cc(OCC)c1OCC,-1%
Nc1c(S(=O)(=O)c2cccs2)c2nc3ccccc3nc2n1CC1CCCO1 (centres undefined),-3%
C=CCN(C(=O)c1ccccc1)c1ccc(OC)cc1,-2%
O=S(=O)(c1ccc(-c2cn3ccccc3n2)cc1)N1CCOCC1,10%
NC(=O)Nc1cccc(C(F)(F)F)c1,-4%
CC(=O)c1cccc(NC(=O)Nc2cccnc2)c1,1%
Cc1ccc(CCNC(=O)C2CCCN(S(=O)(=O)c3cccc4nsnc34)C2)cc1 (centres undefined),-6%
O=C1c2ccccc2C(=O)N1CCCn1nnc(-c2ccc(N3CCOCC3)cc2)n1,-7%
O=C1CCc2cc(S(=O)(=O)N3CCC(C(=O)Nc4nccs4)CC3)ccc2N1,11%
Cc1ccccc1-c1noc(-c2ccc(O)cc2)n1,-3%
COc1ccccc1C(=O)NCCN1CCN(C(=O)c2ccccc2OC)CC1,-2%
Cc1noc(C)c1C(=O)N1CCC2(CCCN(c3ccncc3)C2)CC1,-1%
CCOC(=O)CCCNC(=O)COC(=O)c1cc(C)cc(C)c1,-1%
CCOC(=O)c1c(NC(C)=O)no[n+]1[O-],1%
CCC(=O)N1CCN(c2nc(C)nc3sc(C)c(C)c23)CC1,2%
Cc1ccsc1/C=c1\sc2ncnn2c1=O,-1%
COc1ccccc1NC(=O)N1CCn2c(nc3ccccc32)C1,12%
Cc1ccc(N2CC(C(=O)NCc3cccs3)CC2=O)cc1 (centres undefined),-2%
OCC(CO)(CO)N=Cc1cc(Br)ccc1O,4%
CCn1c(SCC(=O)n2nc(C)cc2C)nnc1-c1ccc2c(c1)OCO2,-3%
COC(=O)c1cncn1C(C)c1ccccc1 (centres undefined),-3%
FC(F)(F)c1cccc(-c2nnc3ccc(C(F)(F)F)cn23)c1,-3%
O=C(CCN1CCN(c2ccc(F)cc2)CC1)Nc1ccc(F)cc1,1%
COCCN1C(=O)c2ccc(C(=O)O)cc2C1=O,-1%
NS(=O)(=O)c1cc([C@@]2(O)NC(=O)c3ccccc32)ccc1Cl,-1%[12.8 µM]
O=C(c1csnn1)N1CCC[C@@]2(CCN(Cc3nccs3)C2)C1,2%
O=C(Nc1cc(C(F)(F)F)ccc1N1CCCC1)c1ccc2c(c1)OCO2,-4%

# Screening results: PubChem BioAssay, National Center for Advancing Translational Sciences (NCATS)

# An excerpt, so the mix of outcomes need not match the whole.
